Vif-A3F inh – qHTS for Inhibitors of Vif-A3F Interactions: qHTS; actives 0.2% (n = 390,000); Potency, µM (series often up to 46.1 µM), for inactives: top-dose activity, negative = active; AID 602313, 2012; HeLa A3F-eYFP + Vif (tagged APOBEC3F with the HIV-1 protein that degrades it), YFP fluorescence increase; also: potency is read from the fitted curve at half-maximal effect; % of control where 0% means no effect; nearly all actives have a fitted effect of over 65% in size
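HeLa cells stably expressing Vif plus C-terminally eYFP-tagged A3F were seeded, incubated overnight at 37 deg C, dosed with compound, incubated overnight again at 37 deg C. Yellow fluorescence (Ex 488/Em 500-530) reported blocked Vif-mediated A3F-eYFP degradation.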
USP1-UAF1 inh – Inhibitors of USP1/UAF1: Primary Screen. recombinant USP1/UAF1, Ub-Rhodamine cleavage fluorescence. Potency, µM (series often up to 57.1 µM), without a hit: top-dose activity change, negative = inhibition, actives largely listed as inhibitors. actives 0.23% (n = 390,000); also: potency is read from the fitted curve at half-maximal effect; % is scaled to controls: 0 for no effect and ±100 for the full control effect; nearly all actives have a fitted effect of over 60% in size; inactives centre near -12
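In this screen, compounds sit with the deubiquitinase complex (1nM) for 15 min at room temperature before Ub-Rho is added at 150nM final. Fluorescence rise is then followed for 6 reads every 60 seconds.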
IDH1 R132H inh – qHTS for Inhibitors of mutant isocitrate dehydrogenase 1 (IDH1): qHTS | IDH1-R132H enzyme, NADPH consumption, diaphorase/resazurin fluorescence | Isocitrate dehydrogenase [NADP] cytoplasmic (Homo sapiens), O75874 | Potency, µM (series often up to 76.6 µM), inactives show top-dose activity change, negative = inhibition, usual class: inhibitors | actives 0.093% (n = 390,000); also: potency is read from the fitted curve at half-maximal effect; % is scaled to controls: 0 for no effect and ±100 for the full control effect; nearly all actives have a fitted effect of over 65% in size
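IDH1-R132H (0.5 ug/mL) preincubated 30 min with compound, then NADPH (0.016 mM) and alpha-KG (2 mM) added; 80 min at RT, pH 7.5. Remaining NADPH coupled via diaphorase/resazurin to fluorescence (540/590 nm); concentration-response curves normalized to no-enzyme control.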
GRP78 ERSR act – qHTS for Inducers of the Endoplasmic Reticulum Stress Response (ERSR) in Human Glioma: qHTS. U87-MG GRP78 promoter luciferase reporter, 16 h. Potency, µM, inactives show top-dose activation, usual class: activators. actives 0.02% (n = 420,000). AID 602332, 2012; also: potency is read from the fitted curve at half-maximal effect; series mostly up to about 76 µM; % of control where 0% means no effect; nearly all actives have a fitted effect of over 35% in size
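Stably transfected U87-MG glioma cells carrying a GRP78-based luciferase sensor; 16 h compound incubation. Luminescence end-point read 10 min after Bright-Glo addition at room temperature.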
Vif-A3G inh – qHTS for Inhibitors of Vif-A3G Interactions: qHTS | HeLa A3G-eYFP + Vif (tagged APOBEC3G with the HIV-1 protein that degrades it), YFP fluorescence, overnight | actives 0.076% (n = 410,000) | Potency, µM (top dose mostly 46.1 µM), without a hit: top-dose activity, negative = active, usual class: inhibitors | DNA dC->dU-editing enzyme APOBEC-3G (Homo sapiens), Q9HC16 | AID 602310, 2012;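 also: potency is read from the fitted curve at half-maximal effect; % is scaled to controls: 0 for no effect and ±100 for the full control effect; nearly all actives have a fitted effect of over 60% in size; hits raise eYFP signal because A3G escapes Vif-driven loss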
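HeLa cells stably expressing Vif and C-terminally eYFP-tagged A3G, seeded overnight at 37 deg C, then exposed to compound by pintool overnight at 37 deg C. Rise in yellow fluorescence (Ex 488/Em 500-530, Acumen) marks blocked Vif-driven A3G degradation.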
TrxR1 substrate – qHTS Assay for Substrates of Mammalian Selenoprotein Thioredoxin Reductase 1 (TrxR1): qHTS | Thioredoxin reductase 1, cytoplasmic (Rattus norvegicus), O89049 | purified TrxR1 substrate turnover, NADPH consumption readout | Potency, µM (titrated, usually from 114 µM), for inactives: top-dose activity change, negative = substrate turnover | actives 0.01% (n = 390,000) | AID 588456, 2011; also: potency is read from the fitted curve at half-maximal effect; % is scaled to controls: 0 for no effect and ±100 for the full control effect; nearly all actives have a fitted effect of over 50% in size
Target sequence (O89049 whole entry, looked up): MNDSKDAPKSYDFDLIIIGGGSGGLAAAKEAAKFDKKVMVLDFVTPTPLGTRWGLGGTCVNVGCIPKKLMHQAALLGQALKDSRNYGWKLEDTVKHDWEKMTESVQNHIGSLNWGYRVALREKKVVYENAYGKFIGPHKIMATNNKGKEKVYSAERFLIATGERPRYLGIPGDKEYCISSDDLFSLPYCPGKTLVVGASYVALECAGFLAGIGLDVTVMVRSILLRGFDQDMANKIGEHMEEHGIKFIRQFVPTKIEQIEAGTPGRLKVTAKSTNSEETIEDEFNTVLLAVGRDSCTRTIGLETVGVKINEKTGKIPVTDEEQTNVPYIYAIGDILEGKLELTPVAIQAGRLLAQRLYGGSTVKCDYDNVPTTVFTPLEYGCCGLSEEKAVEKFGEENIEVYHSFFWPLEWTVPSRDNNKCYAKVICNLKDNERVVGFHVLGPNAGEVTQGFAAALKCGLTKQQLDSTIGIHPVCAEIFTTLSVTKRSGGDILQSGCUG
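Rat TrxR1, dispensed at 90 nM, was prereduced with 400 uM NADPH (final) for 5 min at ~22 deg C, then incubated with compound 15 min before 400 uM selenite. A first-read NADPH fluorescence drop versus no-compound background flagged substrates.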
RXFP1 ag – qHTS Assay for Agonists of the Relaxin Receptor RXFP1; Relaxin receptor 1 (Homo sapiens), Q9HBX9; HEK293T-RXFP1 cAMP TR-FRET, 30 min; response scale: percent of porcine relaxin response, buffer zero; Potency, µM (titrated, usually from 57.5 µM), inactives show at the highest dose activation, actives largely listed as activators; actives 0.3% (n = 370,000); AID 2676, 2010; also: potency is read from the fitted curve at half-maximal effect; % is scaled to controls: 0 for no effect and ±100 for the full control effect; nearly all actives have a fitted effect of over 60% in size; many of its hits are not listed in these tables
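Agonist response is measured as cAMP accumulation in an RXFP1-transfected HEK293T line under PDE4 inhibition. Values are scaled between buffer-only and 29 nM porcine relaxin, and EC50s come from standard Hill equation fits.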
PI4K2A inh – qHTS for small molecular inhibitors of PI4K2A. purified PI4K2A, ADP-Glo luminescence, 1 h; hits give low values. AID 1346378, 2018. actives 0.13% (n = 420,000). activity change, negative = inhibition, % at 76.9 µM. Phosphatidylinositol 4-kinase type 2-alpha (Homo sapiens), Q9BTU6; in the data active = activity change below about -50%; inconclusive = mostly about -30% to -49%;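 also: -100% = wells without enzyme as full effect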
Target sequence (Q9BTU6 whole entry, looked up): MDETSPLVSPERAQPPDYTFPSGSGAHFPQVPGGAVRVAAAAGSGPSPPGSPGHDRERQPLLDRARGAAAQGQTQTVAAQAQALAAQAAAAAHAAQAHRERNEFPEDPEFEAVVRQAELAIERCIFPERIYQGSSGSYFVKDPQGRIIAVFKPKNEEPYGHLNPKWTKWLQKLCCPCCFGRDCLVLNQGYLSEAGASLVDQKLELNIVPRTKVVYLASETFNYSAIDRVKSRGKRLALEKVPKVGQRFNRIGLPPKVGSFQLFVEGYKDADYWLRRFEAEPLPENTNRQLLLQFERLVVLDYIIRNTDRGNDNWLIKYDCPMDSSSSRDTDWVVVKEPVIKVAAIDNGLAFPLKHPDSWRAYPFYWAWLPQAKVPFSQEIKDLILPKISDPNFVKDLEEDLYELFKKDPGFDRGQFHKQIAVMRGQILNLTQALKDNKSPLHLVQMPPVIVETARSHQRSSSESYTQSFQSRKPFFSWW
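PI4K2A activity was measured by ADP-Glo luminescence: enzyme (4 ug/mL stock) and phosphatidylinositol (1.2 mM stock) in Tris pH 7.5/MgCl2/EGTA/Triton X-100 buffer were reacted with ATP (300 microM stock) for one hour at ambient temperature.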
LDHA inh – qHTS assay for inhibitors of human lactate dehydrogenase; activity change, % (values are at about 110 or 230 µM); AID 1347041, 2019; purified LDHA, NADH/diaphorase-resazurin fluorescence; hits give low values; actives 0.15% (n = 480,000); in the data active = activity change below about -30%; inconclusive = mostly about -25% to -30%;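 also: plate controls were DMSO wells for no effect and wells without enzyme for full effect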
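LDH5 2 nM; NADH 0.06 mM, pyruvate 0.2 mM; 200 mM Tris pH 7.4, EDTA, Tween-20; 5 min RT. Detection: diaphorase 0.133 mg/mL + resazurin 37 µM, fluorescence ex540/em590 at 0 and 20 min; normalized to enzyme-free and DMSO wells.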
* marks the source's active call; other numbers are inactive results; ? = inconclusive; . = no result given; & = joins results of further samples; [ ] = remark or other dose. Unless noted, calls follow the shape of the dose curve; as a rule, active = well fitted curve in the direction sought with a large enough effect; inconclusive = small, poorly fitted or top-dose-only effect, or another doubt; inactive = no such curve, though single readings can be large; an effect the other way counts as inactive or inconclusive.

SMILES | Vif-A3F inh | USP1-UAF1 inh | IDH1 R132H inh | GRP78 ERSR act | Vif-A3G inh | TrxR1 substrate | RXFP1 ag | PI4K2A inh | LDHA inh
Cc1ccc(C(CC(=O)N2CCNCC2)c2ccccc2)c(O)c1C (configuration not stated) | -10% | -1% | 5% | 0% | 1% | -3% | 0.6% | -2 | 2
O=C(NCCc1ccccc1)C(=O)N/N=C/c1ccc2c(c1)OCO2 | -11% | 6% | 2% | -3% | ? | 3% | -1.0% | -14 | -5
CCN(CC)c1ccc(/C=C(\C#N)C(N)=O)cc1 | -27% | -4% | -12% | 5% | -13% | -18% | 0.2% | 13 | -1
c1ccc(OCCOCCOc2ccccc2)cc1 | 5% | -9% | 8% | 5% | -1% | 19%[57.1 µM] | . | -6 | -8
O=C(CCNC(=O)c1ccccc1Cl)Nc1cccc(S(=O)(=O)N2CCCC2)c1 | -1% | -12% | -11% | -2% | -3% | 2% | 0.4% | 0 | -1
O=C(Nc1ccccc1)Nc1nnc(SCc2ccc(Cl)cc2)s1 | 1% | -16% | 9% | -6% | 1% | 8% | 5.2% | -6 | -8
CCCCN(CC)S(=O)(=O)c1ccc(C(=O)Nc2nnc(-c3cccs3)o2)cc1 | -1% | -13% | 0% | -8% | -4% | 2%[11.4 µM] | 1.3% | -4 | -3
Cc1cc([N+](=O)[O-])ccc1NC(=O)CCC(=O)N1CCCCC1 | -8% | -16% | 7% | -6% | -1% | 4% | 0.5% | -5 | -1
Cc1csc(SCc2nc3scc(-c4ccccc4)c3c(=O)[nH]2)n1 | 0% | -11% | -1% | -5% | 0% | -4%[57.1 µM] | 4.8% | 4 | -7
c1ccc(-n2c(Cc3cn4ccsc4n3)nnc2N2CCOCC2)cc1 | -5% | -1% | 11% | -3% | 0% | 7%[57.1 µM] | 2.0% | -1 | 5
CCOC(=O)N1CCN(C(=O)CS(=O)(=O)c2cn(Cc3cccc(F)c3)c3ccccc23)CC1 | -7% | -7% | 1% | -2% | 0% | 7% | 3.0% | 8 | -4
CC1(C(=O)Nc2cccc3ncccc23)CCN1C(=O)Cc1ccc(-c2ccccc2)cc1 (configuration not stated) | . | . | . | -5% | -7% | . | . | -4 | 0
Cc1[nH]c2ccccc2c1/C=C/c1nc2ccccc2c(=O)n1-c1cccc([N+](=O)[O-])c1 | ? | -22% | 1% | -2% | 1% | -12% | 1.4% | 4 | -2
COc1ccc(CCCc2nnc(SCC(=O)Nc3ccc(C)cc3)o2)cc1C | 5% | -10% | -6% | 1% | 0% | 1%[57.1 µM] | 0.4% | -2 | -2&-17
CCCC(=O)Nc1cnc(NC(=O)c2cccc(F)c2)cc1C | 6% | -9% | 3% | -14% | 0% | 9% | -0.5% | -21 | -7
CC1CC2OC2CC1COC(=O)C1CC2OC2CC1C (configuration not stated) | 1% | ? | -1% | 6% | 4% | 5%[57.1 µM] | . | 0 | -7
CCCn1c(=O)c(C(=O)NCC2CCCO2)c(O)c2ccccc21 (configuration not stated) | -2% | -12% | 0% | -2% | 1% | 1% | -2.2% | -5 | 8
COCCCNC(=O)c1ccc(NC(=O)c2nsc3ccccc23)cc1 | 2% | -14% | 25% | 0% | 1% | 1%[57.1 µM] | 5.6% | 4 | -8
O=C(Nc1cc(Cl)cc(Cl)c1)c1ccc(F)c(S(=O)(=O)NCc2ccccc2Cl)c1 | -5% | -11% | -10% | 17% | 3% | -14%[57.1 µM] | -0.4% | 2 | 4
CCc1nn(-c2ccccc2)c(=S)c2ccccc12 | -1% | -4% | -3% | 0% | -3% | -12% | 2.9% | 3 | -6
CCC(C)NC(=O)c1ccc(CSCc2ccc(Cl)cc2)o1 (configuration not stated) | -2% | -9% | -12% | -5% | 6% | -2% | 1.2% | -1 | -1
[O-][n+]1c2ccccc2c2n1CCN1CCOC21c1ccc(Cl)cc1 (configuration not stated) | -1% | 16% | -5% | 10% | -8% | -10% | 1.1% | 0 | -3
N#CC1=C(N)C(C#N)(C#N)C(c2cccnc2)C2CN(C(=O)OCc3ccccc3)CC=C12 (configuration not stated) | -6% | -18% | 52µM* | -18% | -14% | 2% | 0.2% | 1 | -3
COc1ccc(C2=NO[C@@H]3C(=O)N(c4c(C)cccc4C)C(=O)[C@H]23)cc1OC | 7% | -25% | 11% | -1% | 0% | 3% | 2.6% | 0 | 1
COc1ccc(-n2c(N)c(-c3nc4ccccc4n3C)sc2=S)cc1 | -13% | 0% | 9% | -1% | -11% | -11% | 2.1% | 18 | -5

Two of these compounds in a different format:
> CCC(C)NC(=O)c1ccc(CSCc2ccc(Cl)cc2)o1 (configuration not stated)
  Vif-A3F inh: -2%	USP1-UAF1 inh: -9%	IDH1 R132H inh: -12%	GRP78 ERSR act: -5%	Vif-A3G inh: 6%	TrxR1 substrate: -2%	RXFP1 ag: 1.2%	PI4K2A inh: -1	LDHA inh: -1

> [O-][n+]1c2ccccc2c2n1CCN1CCOC21c1ccc(Cl)cc1 (configuration not stated)
  Vif-A3F inh: -1%	USP1-UAF1 inh: 16%	IDH1 R132H inh: -5%	GRP78 ERSR act: 10%	Vif-A3G inh: -8%	TrxR1 substrate: -10%	RXFP1 ag: 1.1%	PI4K2A inh: 0	LDHA inh: -3

(more compounds)
SMILES | Vif-A3F inh | USP1-UAF1 inh | IDH1 R132H inh | GRP78 ERSR act | Vif-A3G inh | TrxR1 substrate | RXFP1 ag | PI4K2A inh | LDHA inh
O=[N+]([O-])c1ccc(-c2nn(-c3ccccc3)cc2/C=N/n2c(-c3cccs3)n[nH]c2=S)cc1 | ? | -18% | 9% | -1% | 0% | 8% | 1.0% | 3 | -1
Cc1cc(C)c(C#N)c(SCC(=O)c2cccs2)n1 | ? | -11% | 6% | 3% | -8% | -3% | -1.4% | 0 | -1
CCOc1ccc(NC(=O)CN(C)C(=O)C2CSC3(C)CCC(=O)N23)cc1OCC (configuration not stated) | 1% | -21% | 14% | -2% | 0% | 3% | 1.7% | 0 | 1
CCN(CC)CCN1c2ccccc2Sc2ccc3ccccc3c21 | -13% | -24% | 9% | -3% | -8% | 7% | 5.0% | 8 | -3
COc1ccc([C@H]2CC(=O)C=C(c3ccc(OC(F)(F)F)cc3)C2)cc1OC | -4% | -26% | 2% | -1% | -1% | -4% | -0.2% | 1 | 1
Cc1cc(Oc2ccc(-c3ccccc3)cc2)nc(N2CCOCC2)n1 | 1% | -12% | -1% | 0% | 3% | -3% | 5.0% | 4 | -4
O=C1CCCN1c1ccc(C(=O)N(Cc2nnc(-c3ccc(Cl)cc3)o2)C2CC2)cc1 | 1% | -5% | 13% | 0% | 1% | -4% | 2.9% | 0 | -4
O=C(Cn1cnc2scc(-c3ccc(F)cc3)c2c1=O)N1CCOCC1 | -3% | -16% | 1% | -9% | 4% | 1% | -0.1% | 5 | -4
CCOC(=O)c1c(NC(=S)Nc2cccnc2)sc(C)c1C | -6% | -11% | 2% | -5% | -2% | -19%[57.1 µM] | 12% | -8 | -2
CC(C)c1ccc(Nc2cc(C(=O)NC3CCCCC3)c3ccccc3n2)cc1 | 5% | -20% | -3% | -1% | 2% | 7% | ? | 3 | -5
Cc1ccn2cc(-c3cccc(NS(C)(=O)=O)c3)nc2c1 | 0% | -6% | -9% | 0% | 2% | 41%[activator] | 0.9% | -4 | -8
COc1ccc(NC(=O)CCn2c(=S)[nH]c3ccccc3c2=O)cc1Cl | -7% | ? | 5% | -4% | 1% | . | . | -2 | -1
COc1ccc(NS(=O)(=O)c2ccc(OCC(=O)N3CCOCC3)cc2)cc1 | 1% | -14% | 7% | -3% | -4% | 8% | 1.7% | 0 | -5
CCCCN(C)CCN1C(=O)C2C(C(=O)Nc3cccc(OC)c3)C3C=CC2(O3)C1C(=O)NC1CCCCC1C (configuration not stated) | 9% | -10% | 6% | -2% | 0% | -4% | 0.7% | -16 | -3
COc1cccc(CN2CCNC(=O)C2CC(=O)N(C)C2CCOCC2)c1OC (configuration not stated) | ? | -6% | -8% | -2% | 1% | 2% | -2.4% | -1 | 2
Cc1cccc(C(=O)NCC(=O)NCCSc2ccc(Br)cc2)c1 | 3% | -23% | 4% | -1% | -5% | 6% | 2.4% | -3 | -4

Some of these compounds in order of the USP1-UAF1 inh value, highest first.
| molecule | USP1-UAF1 inh |
| --- | --- |
| CCCCN(C)CCN1C(=O)C2C(C(=O)Nc3cccc(OC)c3)C3C=CC2(O3)C1C(=O)NC1CCCCC1C (configuration not stated) | -10% |
| COc1ccc(NS(=O)(=O)c2ccc(OCC(=O)N3CCOCC3)cc2)cc1 | -14% |
| O=C(Cn1cnc2scc(-c3ccc(F)cc3)c2c1=O)N1CCOCC1 | -16% |

These rows are one share of the data, so the mix of outcomes need not match the whole.
